OPRM1-OPRD1 inv – inverse agonist of human OPRM1-OPRD1 heterodimerization; cell-based MOR-DOR heterodimer luminescence, inverse agonism; inhibition, % at 9.3 µM; 0.21% of 340,000 active; in the data active = inhibition above about 22%, passing the limit was not always enough;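 also: 0% = cells with DMSO and 100% = wells without cells with DMSO; values of inactives mirror those of a sister screen read the other way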
Target sequence (P35372 whole entry, looked up): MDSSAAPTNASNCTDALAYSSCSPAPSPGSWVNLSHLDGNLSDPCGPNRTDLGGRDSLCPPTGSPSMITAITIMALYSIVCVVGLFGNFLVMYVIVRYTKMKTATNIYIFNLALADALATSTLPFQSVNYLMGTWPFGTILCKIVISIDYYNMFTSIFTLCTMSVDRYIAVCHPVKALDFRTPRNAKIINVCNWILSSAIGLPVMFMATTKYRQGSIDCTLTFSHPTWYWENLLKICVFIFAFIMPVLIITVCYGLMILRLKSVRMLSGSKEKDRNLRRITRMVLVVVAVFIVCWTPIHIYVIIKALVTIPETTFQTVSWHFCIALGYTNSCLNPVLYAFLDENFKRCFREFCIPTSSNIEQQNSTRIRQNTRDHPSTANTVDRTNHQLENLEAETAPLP
Target sequence (P41143 whole entry, looked up): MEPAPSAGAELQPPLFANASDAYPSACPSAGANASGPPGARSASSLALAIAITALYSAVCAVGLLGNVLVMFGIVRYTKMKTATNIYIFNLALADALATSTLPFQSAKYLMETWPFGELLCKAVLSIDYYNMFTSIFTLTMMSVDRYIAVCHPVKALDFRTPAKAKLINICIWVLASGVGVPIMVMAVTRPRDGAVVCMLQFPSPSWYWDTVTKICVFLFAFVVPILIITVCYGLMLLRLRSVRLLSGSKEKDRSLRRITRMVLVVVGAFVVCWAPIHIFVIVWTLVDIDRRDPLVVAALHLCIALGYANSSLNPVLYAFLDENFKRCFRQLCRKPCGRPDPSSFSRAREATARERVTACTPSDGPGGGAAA
HTR5A ag – activates human HTR5A in OPRM1-OPRD1 agonist counter-screen. AID 504692. P47898. 0.61% of 340,000 active. HTR5A agonist assay, luminescence, cell-based. activation, % at 9.3 µM; in the data active = activation mostly above about 9.5%, no sharp cut-off; inactive = mostly below about 7.6%;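 also: 0% = cells with vehicle only and 100% = reference agonist; strong numbers were not always called active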
cardiac RTF act – increases calcium sensitivity of human cardiac regulated thin filaments | P19429+P45379 | IANBD-labeled TnC RTF fluorescence at EC20 calcium; 0% EC20 calcium, 100% full calcium | activation, % at 7.2 µM | 0.24% of 340,000 active | AID 493008;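 active = activation above the mean over all tested compounds plus 3 SD, cut at about 30% in these data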;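 also: rise in fluorescence read as greater calcium sensitivity of cardiac thin filaments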
Keap1-Nrf2 PPI – Keap1-Nrf2 (human) interaction inhibition | AID 504523 | Keap1 Kelch-Nrf2 peptide fluorescence polarization, 1536-well | 0.15% of 340,000 active | inhibition, % at 9.4 µM; in the data active = inhibition above about 12%;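 also: human Keap1 Kelch domain with fluorescein labeled Nrf2 9mer peptide probe; 0% = neutral control wells and 100% = peptide positive control; higher means more block of Keap1 binding to Nrf2 peptide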
HTR5A inv ctr – inverse agonist of human HTR5A in OPRM1-OPRD1 counter-screen. P47898. HTR5A cell line, luminescence, inverse agonism. inhibition, % at 9.3 µM. 0.083% of 340,000 active. AID 504634; in the data active = inhibition mostly above about 23%, no sharp cut-off; inactive = mostly below about 18%;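 also: 0% = cells with DMSO and 100% = no-cell wells with DMSO; some compounds called inactive have numbers as strong as hits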
CAL PDZ FP – CAL PDZ (human) peptide binding inhibition; purified CAL PDZ, TMR-peptide fluorescence polarization, 1 h; Q9HD26; 0.92% of 300,000 active; inhibition, % at 24.9 µM;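 active = mean inhibition of at least 30% with at least half of replicates also reaching 30%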;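 also: 0% = DMSO neutral control and 100% = excess unlabeled competitor peptide PRC23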
LANA DNA inh – blocks KSHV LANA C-terminal domain binding to DNA | MBP-C-LANA/FAM-LBS DNA binding, fluorescence polarization | inhibition, % at 9 µM | 0.078% of 340,000 active;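 active = highest replicate inhibition at or above 60% at 9 µM, even if other replicates fall short; inactive = all replicates below 60% inhibition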;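 also: 0% = neutral control wells and 100% = 4 µM acridine orange control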
MOR-DOR ag – OPRM1-OPRD1 heterodimerization agonism. P35372+P41143. cells, luminescence. activation, % at 9.3 µM. 0.3% of 340,000 active. AID 504326; in the data active = activation above about 18%;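 also: 0% = vehicle-treated cells and 100% = reference agonist; values of inactives mirror those of a sister screen read the other way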
V-ATPase pHluor – yeast V-ATPase proton transport regulation by pHLuorin; S. cerevisiae, pHLuorin cytosolic pH fluorescence; response, % at 10 µM; 0.37% of 350,000 active; in the data active = response mostly above about 7.3%, no sharp cut-off; inactive = mostly below about 5.4%; also: actives read high; inactives centre near 0; some compounds called inactive have numbers as strong as hits; reference of the scale not given here
Cardiac RTF inh – cardiac RTF calcium desensitization; AID 493244; 0.12% of 340,000 active; inhibition, % at 7.15 µM; IANBD-labeled cardiac RTF, Ca2+ fluorescence;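 active = inhibition above the mean inhibition of all tested compounds plus 3 SD, cut at about 17% in these data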;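 also: assay run at fixed EC70 calcium of 1.6 mM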
Active calls of the source: *; / = not tested or not shown.

Preview:
Molecule,OPRM1-OPRD1 inv,HTR5A ag,cardiac RTF act,Keap1-Nrf2 PPI,HTR5A inv ctr,CAL PDZ FP,LANA DNA inh,MOR-DOR ag,V-ATPase pHluor,Cardiac RTF inh
CCC(=NC(C)c1ccccc1)c1c(O)n(C)c(=O)n(C)c1=O (configuration not stated),8,6,-3,4,-5,-20,0.3,-1.6,-2,-1
CCCCC(CC)CNC(=O)C(=O)c1ccccc1NC(C)=O (configuration not stated),3,0,4,1,0,/,-0.3,-0.6,0,1

The whole of this part, previewed entries included:
Molecule,OPRM1-OPRD1 inv,HTR5A ag,cardiac RTF act,Keap1-Nrf2 PPI,HTR5A inv ctr,CAL PDZ FP,LANA DNA inh,MOR-DOR ag,V-ATPase pHluor,Cardiac RTF inh
CCC(=NC(C)c1ccccc1)c1c(O)n(C)c(=O)n(C)c1=O (configuration not stated),8,6,-3,4,-5,-20,0.3,-1.6,-2,-1
CCCCC(CC)CNC(=O)C(=O)c1ccccc1NC(C)=O (configuration not stated),3,0,4,1,0,/,-0.3,-0.6,0,1
CCCCNC(=O)CSc1nc2ccsc2c(=O)n1C1CCN(C(=O)OCC)CC1,8,-1,3,-1,-47,-2,-0.2,-1.6,-2,-6
CCOCC(=O)Nc1c(C(=O)Nc2ccc3c(c2)OCCO3)oc2ccccc12,15,2,8,-1,-4,-1,-1.2,-3.2,-3,3
Cc1c(OCC(=O)N[C@@H](CSCc2ccccc2)C(=O)O)ccc2c3c(c(=O)oc12)CCC3,7,-2,5,-5,-15,-1,-2.4,-1.3,-1,3
CC(C)[C@H](NC(=O)c1ccccc1)C(=O)OCC(=O)NCc1ccc(F)cc1,9,2,-4,0,4,/,1.9,-1.7,-2,2
COc1ccc(C(=O)Nc2cccc(S(=O)(=O)NC3=NCCCCC3)c2)cc1,8,-3,3,-1,8,-4,-0.5,-2.1,-3,-7
CN(Cc1c(C(=O)N2CCCCCCC2)nc2ccc(Cl)cn12)C1CCOC1 (configuration not stated),15,1,-2,7,-2,3,0.8,-2.7,-3,-5
O=C(CN(C(=O)CCNC(=O)c1ccco1)c1ccccc1)NC1CCCC1,-14,8,3,-3,-6,-2,-0.1,3.0,3,-8
Cc1cc([N+](=O)[O-])c(-c2ccc(/C=N/n3cnnc3)o2)cc1Cl,10,7,8,-4,22,/,0.5,-1.9,-3,-3
CCc1cccc(C)c1NC(=O)CCCSc1nc2ccccc2s1,9,3,2,-2,8,-1,1.0,-1.8,-1,-3
COCCSc1nnc(NC(=O)CCS(=O)(=O)Cc2ccccc2)s1,14,3,-3,1,10,0,-1.1,-2.6,0,-3
CN(C)CCOC(=O)Cc1ccc(Cl)cc1,12,0,6,-1,5,-4,1.0,-2.2,4,-2
COc1ccc(/C=C/C(=O)NNC(=O)C(C)Oc2ccccc2F)cc1OC (configuration not stated),5,-2,3,-1,2,-4,0.2,-1.3,4,-4
COc1cc(OC)c(OC)cc1CNC(=O)CCN1C(=O)c2cccc([N+](=O)[O-])c2C1=O,-4,-4,0,-4,-8,-3,-2.1,0.7,3,-28
N#Cc1cn(CC(=O)O)c2ccccc12,10,1,-4,-3,-1,1,-1.0,-1.7,2,4
CNS(=O)(=O)c1ccc2nc(NC(=O)/C=C/c3ccco3)sc2c1,6,2,4,-3,23,-4,1.2,-1.1,1,-12
COc1ccc(C2CC2C(C)=O)cc1 (configuration not stated),-7,-1,1,-3,2,-6,-0.1,1.2,7,-2
O=C(COC(=O)c1cn(-c2ccccc2)nc1-c1ccccc1)Nc1ncc(Cl)cc1Cl,-7,2,5,-3,18,77*,4.2,1.4,3,-14
CCOC(=O)C(C)N1CC(=O)N(c2ccccc2)C1=O (configuration not stated),1,3,9,0,-11,-1,1.1,-0.1,0,-1
CN(C)CCNC(=O)c1cc2c(s1)-c1ccccc1OC2,-11,7,1,3,-19,/,-2.7,1.9,3,-10
CCC(C)(C)n1nnnc1C(c1cc2ccc(OC)cc2[nH]c1=O)N1CCCCC1 (configuration not stated),14,-3,4,-3,-8,-4,1.0,-2.7,1,-7
Cc1cc(NC(=O)CC(F)(F)F)n(-c2ccccc2)n1,5,4,5,-3,-12,4,-0.1,-0.7,1,2
COc1ccc(S(=O)(=O)N2CCC(C(=O)NCc3ccco3)CC2)cc1C,15,-1,0,1,11,1,-1.8,-2.8,2,-6
CCc1ccc(OC(=O)Cc2ccc(OC)c(S(=O)(=O)N3CCOCC3)c2)cc1,1,1,-1,-2,-4,/,0.3,-0.1,-3,3

Later entries.
Molecule,OPRM1-OPRD1 inv,HTR5A ag,cardiac RTF act,Keap1-Nrf2 PPI,HTR5A inv ctr,CAL PDZ FP,LANA DNA inh,MOR-DOR ag,V-ATPase pHluor,Cardiac RTF inh
Cc1cccc(/C=C(\c2nc3ccccc3[nH]2)S(=O)(=O)c2ccccc2)c1,6,-5,1,-24,13,-6,0.9,-0.8,1,-7
Cc1c(C(=O)C(=O)NCCc2ccc(S(N)(=O)=O)cc2)c2ccccc2n1C,23,1,-1,-4,-10,0,-0.6,-4.5,-5,4
Cc1ccnc(NC(=O)Cn2cc([N+](=O)[O-])cn2)c1,2,-1,-2,0,30,-1,3.1,-0.3,-3,-1
CCc1ccc(C(=O)NNC(=O)C2CCN(c3ncnc4sc(C)c(C)c34)CC2)cc1,-24,-4,-4,-2,9,/,1.2,3.5,-3,3
COc1ccc(C(=O)Nc2ccc(NC(=O)Cc3ccccc3)cn2)cc1,3,10,2,-7,21,-6,-0.2,-0.4,-1,-24
CC(=O)N1CCc2cc(S(=O)(=O)C(C)CC(=O)Nc3ccc(OC(F)(F)F)cc3)ccc21 (configuration not stated),6,2,-6,1,-7,6,-0.4,-1.2,0,-6
CCOC(=O)c1sc2nc(-c3ccccc3)ccc2c1N,-30,3,-4,-3,-14,2,2.7,5.7,-10,1
Cc1cc(Nc2cc(C(=O)O)ccc2C)n2ncnc2n1,18,-2,3,0,5,-2,1.0,-3.5,0,0
CCC(C)(C)n1nnnc1C(c1cccnc1)N1CCCc2ccccc21 (configuration not stated),-1,-3,-4,2,7,-5,0.1,0.1,0,-24
CCOC(=O)c1ccc(S(=O)(=O)N2CCN(C(=O)C3CSC4(C)CCC(=O)N34)CC2)cc1 (configuration not stated),14,2,1,-2,-4,0,0.5,-3.3,-3,-13
Fc1ccc(-c2nnc3ccc(N4CCCC4)nn23)cc1,18,0,-3,1,-1,/,0.1,-3.5,-2,-2
Cc1ccc(-c2sc(-c3ccccc3)nc2CC(=O)Nc2ccccc2F)cc1,1,6,3,-5,-19,-2,-0.7,-0.1,0,-2
C(=N\n1cnnc1)/c1cccn1-c1ccccc1,10,1,-5,0,-4,-4,20,-2.1,-4,-2
CC[N+](CC)(CC)C/C=C/CN1CCCCC1,17,-2,-1,-2,5,/,-0.2,-3.2,-1,-3
O=C(COc1ccc2oc(-c3ccco3)cc(=O)c2c1)N1CCCCC1,12,4,-2,-2,-32,0,-0.6,-2.3,0,-13
N#Cc1ccc(C(=O)Nc2cc(S(=O)(=O)N3CCCC3)ccc2OCC(F)(F)F)cc1,13,-2,4,-3,9,-4,-0.1,-2.6,-7,-2
CC(=O)N1CCN(c2nnc(-c3ccc(C)cc3)c3ccccc23)CC1,6,1,-2,-4,-2,-2,-1.2,-1.2,3,-8
CCCCC(=O)N/N=C/c1ccc(Sc2cccc3cccnc23)o1,7,3,-4,6,23,2,4.0,-1.3,-1,-1
CCCCNC(=O)c1cc2c(=O)n3cccc(C)c3nc2n(CCN2CCOCC2)c1=N,22,0,0,0,-19,-1,-2.6,-4.0,0,-6
COCC(C)N1CC(O)=C(c2nc(-c3ccc(Cl)cc3)cs2)C1=N (configuration not stated),4,4,-6,0,0,-2,0.9,-0.8,0,3
CCOC(=O)c1sc2c(c1C)c(=O)n(Cc1ccccc1)c(=O)n2CCN(C)C,9,0,-3,-1,-1,0,-1.2,-1.9,-2,2
Cc1cc(SCC(=O)NCC(c2cccs2)N2CCOCC2)c(C)cc1Br (configuration not stated),15,0,-13,2,-7,-4,-0.8,-3.1,4,11
CSc1nsc(SCC(=O)Nc2nncs2)n1,10,-2,2,2,4,1,-0.5,-2.2,-1,3
CCOc1ccccc1NS(=O)(=O)c1ccc(-c2cnc(C3CC3)o2)cc1,-2,2,-5,3,-8,5,-1.5,0.5,-4,3
CC(C)CN(C(=O)CN1C(=O)C2CCCCC2C1=O)c1c(N)n(Cc2ccccc2)c(=O)[nH]c1=O (configuration not stated),-10,-1,-3,0,1,/,-0.7,2.4,2,-10

Continuation.
Molecule,OPRM1-OPRD1 inv,HTR5A ag,cardiac RTF act,Keap1-Nrf2 PPI,HTR5A inv ctr,CAL PDZ FP,LANA DNA inh,MOR-DOR ag,V-ATPase pHluor,Cardiac RTF inh
O=C(Nc1ccn(Cc2ccccc2F)n1)c1ccc(COc2ccc(Cl)cc2Cl)o1,2,3,-1,-1,-18,-4,0.0,-0.3,-1,-6
CCOC(=O)C1CCCN(S(=O)(=O)NC[C@H]2O[C@@H](n3cnc4c(N)ncnc43)[C@H](O)[C@@H]2O)C1 (some centres not stated),9,-4,-3,-4,14,-5,0.7,-1.9,0,-3
CC1CCCCN1CCNC(=O)c1ccc2c(c1)N(Cc1ccccc1F)C(=O)c1ccccc1S2=O (configuration not stated),12,0,7,-1,15,-2,0.2,-2.5,1,-5
CSc1ccccc1NC(=O)COc1ccc2c(c1)OCO2,1,1,1,1,-1,1,-0.5,-0.2,0,-6
COc1ccc(-c2ccc3oc(-c4ccsc4)c(-c4ccc(OC)cc4)c3c2)cc1,9,1,2,-6,-11,-3,-1.4,-1.9,0,-1
CCCSc1nnc(CNC(=O)C23CC4CC(CC(C4)C2)C3)n1Cc1ccccc1,-8,-3,-1,-6,8,-4,-0.3,1.6,-1,-7
O=C(NNc1ccccn1)C(c1ccccc1)c1ccccc1,14,1,-12,1,-3,-3,-0.7,-2.7,-11,-12
CC(C)C(=O)c1cn(CC(=O)N2CCCc3ccccc32)c2ccccc12,13,0,4,0,-1,/,-0.8,-2.2,0,6
O=C(/C=C/c1ccccc1)NC(=S)NNC(=O)c1ccco1,24,3,0,-3,-8,-2,-2.9,-5.0,0,-5
Cc1cc(C)n(C(C)CC(=O)Nc2ccc(-c3ccno3)cc2)n1 (configuration not stated),15,4,1,-8,-17,-1,0.5,-2.9,0,-11
Cc1ccc(OC(C)C(=O)Nc2ccncc2)cc1 (configuration not stated),9,4,-1,-4,-18,/,-0.9,-1.7,-2,-7
COc1ccc2oc3ccc(OC)cc3c(=O)c2c1,-18,0,4,0,3,-2,-1.9,3.3,1,-10
O=C(COC(=O)CCSc1ccccc1)Nc1cc(F)ccc1F,13,2,2,3,-8,46*,-0.5,-2.5,-1,6
O=C(O)CCC(=O)N1CCC[C@H]1C(=O)O,13,-1,5,-2,-45,-1,0.5,-2.4,-2,12
COC(=O)c1ccc(C2C(Oc3ccccc3)C(=O)N2CCc2ccc(F)cc2)cc1 (configuration not stated),-6,8,1,0,-44,-7,-0.7,1.1,-3,-2
Cc1ccccc1OCC(=O)Nc1sc(C(=O)Nc2cccc(C)c2C)c(C)c1C#N,-3,1,8,4,-7,/,-0.1,0.5,-6,-2
COc1ccc(OCc2cc(C(=O)NCC(C)Oc3cccnc3)no2)c(Cl)c1 (configuration not stated),17,-3,-1,1,-30,-7,-0.7,-3.1,3,-2
